All columns: NCI-60 one-dose screen, growth in % after 48 h at 10 µM unless noted; 100 = growth as untreated, 0 = no growth, -100 = all killed.
HOP-62 = HOP-62 NSCLC; AID 1794735; hit rate 3.9% among 80,000
CCRF-CEM = CCRF-CEM leukemia; hit rate 7% among 77,000
RPMI-8226 = RPMI-8226 leukemia cells. hit rate 7.5% among 77,000. AID 1794781
HOP-92 = HOP-92 NSCLC cells | hit rate 6.3% among 71,000 | AID 1794738
SR = SR leukemia cells; AID 1794780; hit rate 8.7% among 73,000
MOLT-4 = MOLT-4 leukemia cells; AID 1794779; hit rate 6.9% among 80,000
K-562 = K-562 leukemia; hit rate 7.4% among 78,000
EKVX = EKVX NSCLC | hit rate 3% among 71,000
Numbers without * were called inactive; x = no result given; & = joins results of further samples; [ ] = another dose, or the depositor's remark. Rule for the calls: active = growth percent below 10; inactive = the rest.

Start of the data: the first six records, to show the layout:
Screens in order – HOP-62	CCRF-CEM	RPMI-8226	HOP-92	SR	MOLT-4	K-562	EKVX
1: O=P(O)(O)OCC1OC(n2cnc3c(NCc4ccccc4)ncnc32)C(O)C1O (stereo unspecified)
    30	2.7*	29	22	42	22	61	25
2: Cc1ccc(C(F)(F)F)cc1N1CCN(C(=O)[C@@H]2C[C@@H]2c2cccc(C(F)(F)F)c2)CC1
    95	67	46	47	77	48	41	66
3: Nc1c(C(=O)Nc2cccc([N+](=O)[O-])c2)sc2nc3c(cc12)C(O)CCC3 (stereo unspecified)
    55	37	52	72	21	42	18	x
4: CCOC(=O)c1cn2c3c(cccc3c1=O)C(=O)CC2
    91	102	100	90	x	105	99	100
5: NCCNc1nc(Nc2ccc(-c3nc4ccccc4[nH]3)cc2)c2cn[nH]c2n1
    97	-3.5*	-12*	60	-3.8*	8.2*	x	89
6: O=C1CCc2c(sc3[nH]c(=S)n(-c4cc(C(F)(F)F)cc(C(F)(F)F)c4)c(=O)c23)C1
    -27*	1.7*	-24*	-62*	13	11	22	-8.7*

The whole of this part (from the top)
Screens in order – HOP-62	CCRF-CEM	RPMI-8226	HOP-92	SR	MOLT-4	K-562	EKVX
1: O=P(O)(O)OCC1OC(n2cnc3c(NCc4ccccc4)ncnc32)C(O)C1O (stereo unspecified)
    30	2.7*	29	22	42	22	61	25
2: Cc1ccc(C(F)(F)F)cc1N1CCN(C(=O)[C@@H]2C[C@@H]2c2cccc(C(F)(F)F)c2)CC1
    95	67	46	47	77	48	41	66
3: Nc1c(C(=O)Nc2cccc([N+](=O)[O-])c2)sc2nc3c(cc12)C(O)CCC3 (stereo unspecified)
    55	37	52	72	21	42	18	x
4: CCOC(=O)c1cn2c3c(cccc3c1=O)C(=O)CC2
    91	102	100	90	x	105	99	100
5: NCCNc1nc(Nc2ccc(-c3nc4ccccc4[nH]3)cc2)c2cn[nH]c2n1
    97	-3.5*	-12*	60	-3.8*	8.2*	x	89
6: O=C1CCc2c(sc3[nH]c(=S)n(-c4cc(C(F)(F)F)cc(C(F)(F)F)c4)c(=O)c23)C1
    -27*	1.7*	-24*	-62*	13	11	22	-8.7*
7: Cc1cc(S(=O)(=O)O)ccc1O
    106	106	105	95	x	98	109	89
8: CC(=O)Nc1ccc(S(=O)(=O)CCc2cc[n+](C(C)C)cc2)cc1
    69	88	84	100	89	93	117	91
9: CCC(CC)COC(=O)c1ccccc1C
    90	103	103	91	93	108	107	95
10: NC(=O)C(c1ccccc1)c1ccccc1
    87	84	100	98	x	x	x	102
11: CNC(=O)CCCC(=O)NCc1ccc(Cl)cc1Cl
    80	99	101	101	107	105	105	119
12: CC(=O)Oc1ccc(C)cc1C
    105	102	102	105	102	106	101	112
13: CCc1cccc(CC)c1NC(=O)NN(CC)CC
    106[100 µM]	83[100 µM]	103[100 µM]	100[100 µM]	86[100 µM]	108[100 µM]	98[100 µM]	111[100 µM]
14: COc1cc(-n2nc(C(=O)Nc3ccc(C(=O)O)cc3)nc2-c2ccccc2)cc(OC)c1OC
    85	89	108	83	118	96	100	53
15: Cc1ccc(-n2cc(COC(=O)/C=C/c3cn(-c4ccccc4)nc3-c3ccccc3)nn2)cc1
    95	105	94	98	109	88	95	72
16: CCOC(=O)c1c(-c2ccccc2Cl)c(C#N)c(=O)n(-c2cccc(C(F)(F)F)c2)c1N
    99	97	99	93	93	100	94	99
17: COc1ccc(C(=O)c2cc(C(=O)/C=C/c3ccc(Br)cc3)c3cc(C)ccn23)cc1
    104	103	106	131	102	96	108	97
18: O=C(O)C1CC2(Br)C(Br)=C(Br)C1(Br)C2(Br)Br (stereo unspecified)
    94	93	99	x	x	97	109	x
19: COc1cccc(C(=O)Nc2cccc(-c3cc(=O)c4c(OC)c(OC)c(OC)cc4o3)c2)c1
    70	44	17	48	x	47	38	83
20: CCN(CC)CCOC(=O)c1cc(Cl)cc(N)c1O
    96	80	78	87	100	84	95	104
21: Clc1nc2ccccc2cc1Cn1nnc(Cc2ccccc2)n1
    x	x	x	x	37	43	55	36
22: CC(=O)/C(N=Nc1ccc2oc(=O)ccc2c1)=C(\C)O
    26	13	12	2.6*	9.8*	16	10.0*	31
23: O=C(Nc1ccc(N=C=S)cc1)OCc1ccccc1
    71	49	45	59	39	66	68	93
24: C#CCn1c2c(c3ccccc31)C[C@]1(C)[C@H]3CC[C@@H]4[C@@H]5C(=CCC[C@H]5C(=C)C)CC[C@@]4(C)[C@]3(C)CC[C@H]1C2(C)C
    97	114	106	124	83	100	92	99
25: COCc1cnccc1NC1CCCCCC1
    100	101	104	91	101	94	x	102
26: Nc1nc(Nc2ccccc2)c2ncn(Cc3cc4c(cc3Br)OCO4)c2n1
    11	11	10.0*	40	11	10	10	45
27: CSc1ccc(OCc2nc3ccccc3n2-c2cccc(NS(C)(=O)=O)c2)cc1
    75&114	99&97	91&94	93&80	90&83	97&97	106&94	81&103
28: Cc1ccc(/C=C2\SC(=S)N(CCC(=O)NCCN3CCOCC3)C2=O)cc1
    103	103	99	83	105	103	95	92
29: CC(C)[C@@H](C(=O)O)N1C(=O)c2ccccc2C1=O
    80	91	98	93	103	97	96	97
30: Nc1ccc(CCc2ccccc2)cc1
    78	59	82	77	94	85	96	99
31: OCc1ccc(Cl)cc1
    99	94	98	104	x	72	41	99
32: O=C(O)c1ccccc1-c1c2cc(Br)c(=O)c(Br)c-2oc2c(Br)c(O)c(Br)cc12
    99&99	111&105	109&102	97&113	107&109	104&111	116&98	95
33: O=C1C=CN2C(=O)CCC=C[C@H]2[C@H]1O
    108	104	108	x	x	95	119	107
34: COc1cccc(C2C(=O)c3ccccc3-c3cn(Cc4ccccc4)c4cccc2c34)c1 (stereo unspecified)
    106	105	92	87	77	77	75	106
35: CCOc1cc(Br)cc2cc(C(=O)CSc3nc4ccccc4c(=O)n3-c3ccccc3)c(=O)oc12
    74	80	83	99	83	85	88	103
36: COc1cc2c(=O)n3c4c(cccc4c2cc1OC)CC3
    112	116	120	x	108	109	102	101
37: CCCCCCCCCC1=NC(C)(C)CN1CC(C)O (stereo unspecified)
    93	114	x	x	75	84	85	95
38: COc1cc(-c2nn(-c3ccc(NC(=O)c4cc(C(F)(F)F)cc(C(F)(F)F)c4)cc3)cc2-c2ccncc2)ccc1Cl
    80	68	46	x	44	65	31	64
39: OCCCN1CNC(=S)NC1
    95	92	98	111	98	91	98	x
40: N#Cc1nc2c(S(=O)(=O)c3ccc(Cl)cc3)c(N)n(CCCN3CCOCC3)c2nc1C#N
    67	x	39	24	30	20	16	57
41: Cc1[nH]c(-c2nc3ccccc3[nH]2)c(C)c1C(=O)N1CCCCC1
    100	107	x	85	106	109	105	93
42: CN1CCN(Cc2ccc(NC(=O)c3cc(C#Cc4cnc(N)c5ncccc45)n(C)n3)cc2C(F)(F)F)CC1
    100	4.8*	69	103	2.2*	81	1.6*	105
43: CC[C@@H](C)/C=C(C)/C=C/C(=O)c1c(O)c(-c2ccc(O)cc2)cn(OC2CC(=O)CCC(C)OC(=O)CC2O)c1=O (stereo partly specified)
    7.1*	2.1*	x	58	8.0*	6.3*	14	5.0*
44: Cc1ccc(S(=O)(=O)CC(=O)Nc2ccc(C(=O)O)cc2)cc1
    103	111	109	94	92	111	108	99
45: CN=NN(C)C(=O)NC
    93[100 µM]	101[100 µM]	109[100 µM]	102[100 µM]	102[100 µM]	117[100 µM]	103[100 µM]	90[100 µM]
46: O=C(OCc1ccc2c(Cl)cc(Cl)c(O)c2n1)c1c[nH]c2ccccc12
    37	27	48	60	56	42	25	52
47: Cn1c(=O)c2c(nc(/N=C/c3ccccc3)n2C)n(C)c1=O
    95	114	x	79	79	97	90	110
48: Cn1c(Cl)cc2c1-c1oncc1CCC2
    103	100	101	x	101	109	110	x
49: Br[C@H]1CC2CCC1C2 (stereo partly specified)
    104	97	106	109	x	104	102	x
50: COc1ccc(-c2nc(SCCC(C)C)nc(Nc3ccccc3)c2C#N)cc1
    81	58	78	87	58	92	85	97
51: Sc1ccccc1-n1c(-c2ccccc2)ccc1-c1ccccc1
    95	94	99	102	86	79	98	111
52: O=C(CCCCCCC(=O)ON1C(=O)CCC1=O)ON1C(=O)CCC1=O
    106	112	109	92	109	113	95	97
53: CN(C)c1nc(NCCNS(=O)(=O)c2ccc(C(=O)/C=C/c3ccccc3)cc2)nc(Nc2ccc(F)cc2)n1
    61	15	18	-12*	-4.8*	8.2*	11	29
54: COc1cc(C(=O)/C=C/c2c(-c3cccs3)nc3ccccn23)cc(OC)c1OC
    16	12	-9.5*	-1.1*	14	-0.6*	26	4.8*
55: Cc1ccc2c(C3NNC(=S)N3)cc(=O)oc2c1C (stereo unspecified)
    100	x	83	91	105	104	96	101
56: C=C1C(=O)O[C@H]2[C@H]1CC/C(COC(=O)c1cc3ccccc3s1)=C\CC[C@@]1(C)O[C@@H]21
    -62*	-25*	-25*	-74*	-1.9*	-4.1*	2.4*	-81*
57: CCN1CCN(C(=S)SC(SC(=S)N2CCN(CC)CC2)C(=O)c2nnn(-c3ccc([N+](=O)[O-])cc3)c2C)CC1
    92	63	72	61	36	78	60	100
58: CNC(=S)NC(C)(C)C
    101	89	93	83	x	106	103	96
59: Nc1nc(Cl)cc(SCc2ccc(Cl)cc2Cl)n1
    101	85	78	86	96	73	83	104
60: COc1cccc(CCC(=O)O)c1OC
    107	101	107	124	109	107	111	x

The last 2 records of the section before lead into the next.
Screens in order – HOP-62	CCRF-CEM	RPMI-8226	HOP-92	SR	MOLT-4	K-562	EKVX
59: Nc1nc(Cl)cc(SCc2ccc(Cl)cc2Cl)n1
    101	85	78	86	96	73	83	104
60: COc1cccc(CCC(=O)O)c1OC
    107	101	107	124	109	107	111	x
61: O=C(N/N=C/c1ccc(Cl)cc1)c1ccc(NC(=O)c2ccccn2)cc1
    59	91	62	52	43	79	61	68
62: COc1cc(/C=C(\C#N)C(=O)c2ccccc2)cc(OC)c1OC
    x	100	102	101	99	101	111	101
63: Cc1ccc(CC(=O)c2ccccc2)cc1
    102	97	107	x	90	102	104	98
64: O=C(Cn1nnc2ccccc21)N/N=C/c1ccc(O)cc1O
    35	34	81	83	36	38	69	65
65: COc1ccc([C@H]2[C@H](O)C(=O)N2c2cc(OC)c(OC)c(OC)c2)cc1O
    19	16	17	-8.1*	x	x	x	51
66: CCCCCCCCCCCCNC(=S)N/N=C/c1ccc(OCC)c(OCC)c1
    124	x	100	114	86	71	85	x
67: c1ccc(-c2cnc3sc(C(c4ccccc4)c4ccccc4)nn23)cc1
    94	105	111	97	78	105	101	94
68: CN(C)c1ccc(/C(=N\N)c2ccccc2)cc1
    101	96	94	101	110	100	88	92
69: COc1cccc(C2=NN(c3ccc(-c4ccccc4)nn3)C(c3cccc(F)c3)C2)c1 (stereo unspecified)
    95	96	81	76	78	81	83	84
70: COC(=O)Nc1cc(C(=O)NCCC(=N)N)cn1C
    93	115	108	78	81	114	102	87
71: O=C(O)c1ccc(-n2cc(/C=N/Nc3c(F)c(F)cc(F)c3F)c(-c3ccccc3)n2)cc1
    101	83	67	88	77	71	69	102
72: CS(=O)(=O)c1ccc(-c2[nH]c3ccc(F)cc3c2/C=N/O)cc1
    81	93	90	88	x	93	89	98
73: NS(=O)(=O)c1ccc(-n2cc(CN3CCOCC3)nn2)cc1
    115	109	111	112	92	100	101	108
74: O=C(Nc1cccc([N+](=O)[O-])c1)c1cccc(C(=O)Nc2cccc([N+](=O)[O-])c2)c1
    106	116	66	x	84	99	91	84
75: CC1OC(C(=O)N2CCN(CCO)CC2)CC1COC1CCCCC1 (stereo unspecified)
    86[50 µM]	106[50 µM]	96[50 µM]	87[50 µM]	88[50 µM]	97[50 µM]	92[50 µM]	100[50 µM]
76: N/C(CC(=O)Nc1ccc(F)cc1)=N\O
    x	102	102	x	98	94	87	x
77: Cc1ccc(CNc2ccc(Cl)cc2)cc1
    102	x	96	74	91	92	100	x
78: CCC(C)[C@@H]1NC(=O)[C@H](C(C)C)NC(=O)/C(C)=C/C(C)CC(C)CC(C)CC(C)CCC(C)OC1=O (stereo partly specified)
    100	81	78	75	83	88	74	92
79: CC1O[C@@H]2C[C@@](O)([C@H]1O)n1c3ccccc3c3c4c(c5c6ccccc6n2c5c31)C(=O)NC4=O (stereo partly specified)
    13	28	55	121	32	11	30	69
80: CC1(C)Oc2cc3oc(=O)ccc3cc2C[C@@H]1OCCOS(=O)(=O)Cc1ccccc1
    105	90	82	71	88	81	84	100
81: C=COC(=O)c1ccccc1C(=O)OCCCC
    109	103	104	x	104	106	102	120
82: O=C(NO)c1ccc2nc(-c3ccc([N+](=O)[O-])cc3)[nH]c2c1
    109	98	98	128	82	91	96	102
83: O=C(c1nc2ccccc2[nH]1)C1C(c2cccc(F)c2)C2CSCN2[C@@]12C(=O)Nc1ccccc12 (stereo partly specified)
    98	112	84	100	83	86	84	88
84: C=C(C)[C@@H]1CC[C@]2(C(=O)N3CCN(C)CC3)CC[C@]3(C)[C@H](CC[C@@H]4[C@@]5(C)C/C(=C/c6ccccn6)C(=O)C(C)(C)[C@@H]5CC[C@]43C)[C@@H]12
    94	45	34	66	17	31	40	67
85: CCN1CCCC(Nc2cc(C)nc(/N=C(/N)Nc3ccc(Cl)c(Cl)c3)n2)C1 (stereo unspecified)
    -7.5*	-16*	-32*	-68*	-60*	-35*	-69*	31
86: Cc1cccc(C)c1O
    88	95	92	102	90	86	99	x
87: CC(C)OC(=O)c1ccc2n1CCCc1cnc(Nc3ccccc3)nc1-2
    x	72	58	76	35	74	44	58
88: ClCc1cccc(CSc2ncnc3c2ncn3Cc2cccc(CCl)c2)c1
    -39*	3.4*	-11*	99	x	5.6*	14	93
89: CCCCCCCCCCC(O)CO (stereo unspecified)
    101	x	85	55	99	104	96	105
90: Cc1ccc2nc(-c3ccc(C(=O)N/N=C/c4ccc(N(C)C)cc4)cc3)[nH]c2c1
    102	63	84	97	19	75	65	102

Assay outcomes (PubChem)
